CHO-K1 Ca PAM: counter-screen for M1 PAMs: effect in parental CHO-K1 cells; 360,000 compounds, 0.02% hits; AID 602247; activation, % at 3 µM; ATP EC20, Fluo-8 calcium fluorescence; 0% at ATP EC20, 100% at ATP max;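 active = activation above the run cutoff, the mean activation of all test compounds plus 3 SD, cut at about 40% in these data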;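 also: peak over basal fluorescence ratio in a 140 s read after ATP addition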
TAAR1 antag: human TAAR1 antagonism | Q96RJ0 | inhibition, % at 3 µM | CHO RD-HGA16 TAAR1, Fluo-8 calcium fluorescence, antagonist | 360,000 compounds, 1.5% hits;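 active = inhibition above a per-plate cutoff, the mean inhibition of test compounds on that plate plus 3 SD, cut at about 49% in these data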;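 also: 0% = DMSO plus EC80 beta-PEA response and 100% = DMSO alone without agonist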
Target sequence (Q96RJ0 whole entry, looked up): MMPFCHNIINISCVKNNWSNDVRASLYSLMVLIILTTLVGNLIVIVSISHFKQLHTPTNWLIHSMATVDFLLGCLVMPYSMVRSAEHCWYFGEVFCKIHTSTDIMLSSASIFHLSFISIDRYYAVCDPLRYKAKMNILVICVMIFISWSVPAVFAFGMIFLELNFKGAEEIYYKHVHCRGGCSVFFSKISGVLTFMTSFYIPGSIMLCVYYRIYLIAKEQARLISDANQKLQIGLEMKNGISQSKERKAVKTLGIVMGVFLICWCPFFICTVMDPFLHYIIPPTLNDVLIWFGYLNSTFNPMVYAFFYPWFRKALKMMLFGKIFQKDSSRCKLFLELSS
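System: RD-HGA16 CHO cells with stable hTAAR1 and Gα16 | Probe or stimulus: EC80 β-phenethylamine stimulus | Dosing: 3 µM, single point | Times: Dye loading 75 min at 37 °C, then 30 min room temperature | Measured by: Fluo-8 calcium-sensitive fluorescence | Read-out basis: % inhibition of agonist calcium response | Replicates: n of 1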
CHRM1 antagonist: human CHRM1 antagonism; CHO-K1 hM1, Fluo-8 calcium fluorescence, ACh EC80 antagonist; inhibition, % at 3 µM; 360,000 compounds, 1.3% hits; P11229;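 active = percent inhibition above its own plate's cutoff, namely the mean of that plate's compound wells plus 3 SD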;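 also: peak over basal fluorescence ratio during 140 s after agonist addition; 0% = ACh EC80 plus DMSO and 100% = DMSO alone without agonist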
Target sequence (P11229 whole entry, looked up): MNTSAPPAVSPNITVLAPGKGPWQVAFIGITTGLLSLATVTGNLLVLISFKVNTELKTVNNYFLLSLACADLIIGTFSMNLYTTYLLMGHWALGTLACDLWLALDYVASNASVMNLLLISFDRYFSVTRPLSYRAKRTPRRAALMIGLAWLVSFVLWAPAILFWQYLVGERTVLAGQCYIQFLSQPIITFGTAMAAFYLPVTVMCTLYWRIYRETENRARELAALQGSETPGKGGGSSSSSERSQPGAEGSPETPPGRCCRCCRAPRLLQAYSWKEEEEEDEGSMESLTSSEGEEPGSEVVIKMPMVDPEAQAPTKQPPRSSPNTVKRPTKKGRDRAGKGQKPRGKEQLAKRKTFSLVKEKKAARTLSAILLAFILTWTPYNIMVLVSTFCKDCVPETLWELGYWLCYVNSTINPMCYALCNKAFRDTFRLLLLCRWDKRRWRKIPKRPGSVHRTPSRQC
CHO-K1 Ca antag: counter-screen for M1 antagonists: effect in parental CHO-K1 cells; AID 602250; 360,000 compounds, 0.6% hits; ATP-induced calcium, Fluo-8 fluorescence; inhibition, % at 3 µM;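 active = inhibition above a per-plate cutoff, the plate's mean sample inhibition plus 3 SD, cut at about 24% in these data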;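 also: 0% = DMSO plus EC80 ATP and 100% = DMSO alone without ATP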
OXTR potentiate: potentiates the human oxytocin receptor response; P30559; AID 2445; CHO-OTR cells, Fluo-8 calcium fluorescence, potentiator mode; 0% = oxytocin EC15, 100% = EC100; activation, % at 3 µM; 320,000 compounds, 0.061% hits;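 active = activation above that plate's cutoff, the mean activation of tested compounds plus 3 SD, cut at about 6.6% in these data, passing the limit was not always enough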;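 also: 100% uses oxytocin at 75 nM as the full agonist control; some results filed as inactive read as strong as hits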
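Assay system: CHO-OTR cells, human receptor / Also added: oxytocin at about EC15, sub-maximal agonist stimulus / Dosing: single dose, 3.0 µM nominal final compound concentration / Incubation: 6 min pre-incubation, 100 s read / Technique: Fluo-8 calcium dye fluorescence / Read-out: % activation vs EC15 and EC100 oxytocin / Benchmarks: EC15 oxytocin low, 75 nM oxytocin high / Replicates: singlicate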
CHRM1 agonist: human M1 muscarinic receptor agonism | P11229 | CHO-K1 hM1, Fluo-8 calcium fluorescence, agonist mode; 0% DMSO, 100% acetylcholine EC100 | activation, % at 3 µM | 360,000 compounds, 0.33% hits | AID 588814;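 active = activation above the run's mean compound activation plus 3 SD, cut at about 16% in these data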;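 also: peak over basal fluorescence ratio within a 140 s kinetic read after compound addition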
M1 ag parental: counter-screen for M1 agonists: effect in parental CHO-K1 cells | activation, % at 3 µM | Fluo-8 calcium fluorescence; scaled to maximal ATP response, vehicle zero | 360,000 compounds, 0.48% hits; in the data active = activation above about 15%;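 also: untransfected CHO-K1 host cells lacking M1 receptor as counterscreen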
TAAR1 ag: human TAAR1 agonism; Q96RJ0; CHO RD-HGA16 TAAR1, Fluo-8 calcium fluorescence; vehicle wells 0%, saturating PEA agonist 100%; activation, % at 3 µM; 360,000 compounds, 0.99% hits;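 active = activation above the mean activation of all test compounds in the run plus 3 SD, cut at about 38% in these data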
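System: CHO-derived RD-HGA16 cells with stable Gα16 and human TAAR1 / Times: 17-24 h plating, Fluo-8 75 min 37 °C, 30 min RT / Technique: calcium-sensitive Fluo-8 signal, excitation 470-495, emission 515-575 nm / Measure: % activation relative to PEA EC100 response / Benchmarks: DMSO and PEA EC100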
CHO parental Ca: counter-screen for OX1R antagonists: effect in parental CHO cells; parental CHO-K1, ATP-induced calcium, Fluo-8 fluorescence; inhibition, % at 5.6 µM; 330,000 compounds, 0.63% hits;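 active = inhibition above that plate's mean sample inhibition plus 3 SD, cut at about 26% in these data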;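 also: 0% = ATP-challenged DMSO wells and 100% = DMSO wells without ATP; some compounds past the cut are filed as inactive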
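Test system: untransfected parental CHO cell line; also added: ATP stimulus; dosing: 5.6 µM, single dose; signal: calcium-sensitive Fluo-8 fluorescence; measure: percent inhibition of ATP-evoked calcium rise, normalized to controls; benchmarks: low control ATP plus DMSO, high control DMSO only; replication: one well per compound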
* = called active by the depositor; . = not tested or not shown.

Results follow in this order: TAAR1 antag	CHO-K1 Ca antag	TAAR1 ag	OXTR potentiate	CHRM1 agonist	CHO parental Ca	CHRM1 antagonist	M1 ag parental	CHO-K1 Ca PAM
- OC[C@@H]1CN(Cc2ccccc2)C[C@H](n2cnc3c(NC4CC4)ncnc32)O1
    -9	-3	0	.	2	.	-25	0.1	2
- O=C1/C(=C\Nc2ccccc2)CCN1c1ncccn1
    -14	-11	8	-5	-4	-13	-12	0.3	7
- CC1=NN(c2ccccc2)C(=O)/C1=C\c1cn(CCC#N)nc1-c1ccc(Cl)cc1
    -10	-2	1	1	-6	-14	-6	0.9	16
- COc1cccc(/C=N/n2c(-c3n[nH]c4c3CCC4)n[nH]c2=S)c1OC
    3	-10	3	1	-7	-6	76*	0.3	-1
- CCOc1ccc(NC(=O)c2ccccn2)cc1
    -9	10	0	-2	-5	2	-5	4.0	11
- O=c1[nH]cc(S(=O)(=O)N2CCCc3ccccc32)c(=O)[nH]1
    -2	11	1	-6	-1	5	-4	2.5	11
- COc1ccc(/C(N)=N/OC(=O)Cc2ccccc2[N+](=O)[O-])cc1
    -12	-2	3	2	-6	0	2	0.3	10
- COc1cc2ccccc2cc1C(=O)NCC(c1cccs1)N(C)C (configuration not stated)
    -20	-11	6	8	-7	-18	-7	2.9	12
- Cc1cc2c(cc1C)NC(=O)C(C)CN2 (configuration not stated)
    -17	11	1	.	-1	.	1	1.8	6
- CN(CC(=O)Nc1cccc(F)c1)CC(=O)Nc1ccccc1Oc1ccccc1
    0	1	-1	-7	-4	-12	1	0.5	-8
- CS(=O)(=O)N1CCCCC1c1cc(C(=O)Nc2cccc3c2CCCC3)no1 (configuration not stated)
    -8	-11	2	.	-5	.	-13	0.8	13
- CN1C(=S)SC(/[N+]([O-])=C/c2cccnc2)C1(C)C (configuration not stated)
    -13	-10	5	-6	-4	1	-5	0.5	21
- Cc1ccccc1NC(=O)Nc1nc(C2CCC(=O)N2)cs1 (configuration not stated)
    3	-5	4	.	-3	.	-1	0.8	0
- Cc1ccc(C)c(NC(=O)CN(C)C(=O)c2cccc(S(=O)(=O)N(C)C)c2)c1
    3	12	2	-7	-6	-9	0	0.2	-16
- Cc1nc(Nc2ccccc2O)c2oc3ccccc3c2n1
    -25	7	3	.	-1	.	-2	0.1	-7
- COC(=O)c1ccccc1NC(=O)CSc1ncccn1
    -15	-3	8	-5	-4	-15	5	6.1	10
- C[C@@H]1CN([C@H](C)CO)C(=O)CCCn2nncc2CO[C@H]1CN(C)Cc1cccc(C(=O)O)c1
    -16	-2	3	.	-3	.	-7	-0.2	1
- CCOc1ccc(N(CC(=O)NC2CCCC2)C(=O)CSc2nnc(COc3ccccc3)o2)cc1
    -7	-19	1	-6	-8	-13	-2	1.4	25
- CC(C)(C)c1nc(Sc2ccc([N+](=O)[O-])cn2)n[nH]1
    -24	-11	3	-2	-2	-1	-13	2.6	26
- Clc1ccc(C2=NNC(=NCC3CCCO3)SC2)cc1 (configuration not stated)
    8	-9	3	2	-9	-23	-8	0.5	8
- CC(C)c1ccc(N=c2c([N+](=O)[O-])nn(-c3ccc4c(c3)OCCO4)n2O)cc1
    64*	-12	17	-7	-5	-9	39*	8.6	9
- COc1ccc(N2C(=O)C3CCCN3C2c2cccc(OC)c2)cc1 (configuration not stated)
    -4	6	0	3	-2	-12	0	-0.1	7
- C/C(=N\NC(=O)c1nnn(-c2nonc2N)c1-c1cccs1)c1ccncc1
    -19	15	15	-7	1	-9	9	2.2	-8
- CC(=O)N1N=C(c2cccc([N+](=O)[O-])c2)OC1(C)c1cccs1 (configuration not stated)
    54*	-3	58*	3	-6	-19	-3	0.5	-4
- O=c1[nH]c2cc3c(cc2cc1C(c1nnnn1C1CCCCC1)N1CCSCC1)OCCO3 (configuration not stated)
    -4	3	6	-1	-6	-10	-5	0.0	4
- COc1ccc(C2CC(=O)Oc3cc(O)cc(O)c32)cc1 (configuration not stated)
    -5	5	3	-8	3	18	-11	1.4	-14
- Cn1c(Cn2c(=O)sc3ccccc32)nnc1SCC(=O)Nc1cccc(Cl)c1
    -5	2	2	-8	-2	-18	-3	0.1	12
- COc1ccc(OC)c(-c2csc(CCn3nc(C)cc3C)n2)c1
    -15	-16	0	4	-4	-24	-14	0.6	12
- Cc1ccc(NC(=O)CCN2C(=O)c3cccc4cccc(c34)C2=O)cc1
    6	4	-1	-9	-4	-12	-5	0.6	10
- Cc1nc2ccccc2c(=O)n1/N=C/c1cc(Br)ccc1O
    -9	-1	1	-18	-4	-6	15	5.8	15
- Nc1nc2nccc(-c3ccccn3)n2n1
    4	2	2	2	-4	1	6	0.2	-7
- O=C(/C=C/c1ccc(F)cc1)Nc1cc(S(=O)(=O)N2CCOCC2)ccc1N1CCCC1
    4	-16	-1	-12	-7	-6	-4	0.1	14
- O=C(NC(=O)N1CCCCCC1)c1ccccc1
    -3	3	3	-1	1	8	-3	-0.3	7
- CCN(CC)S(=O)(=O)c1ccc(N)cc1
    -7	-15	0	-2	-1	3	-17	0.9	2
- O=C(Nc1cccc(O)c1)c1cccc(S(=O)(=O)Nc2cccc(O)c2)c1
    3	3	1	-2	-3	-9	3	-0.1	-10
- CCNc1nc(NC(C)C)nc(N(C)C#N)n1
    6	-14	2	13*	-3	-11	-20	0.9	16
- CCOC(=O)N1CCN(C(=O)c2ccc3c(=O)n(CCC4=CCCCC4)c(=O)[nH]c3c2)CC1
    -5	6	2	-20	-5	-13	66*	0.8	-4
- COc1ccc(NC(=O)CSc2nc3ccsc3c(=O)n2CCC(=O)O)c(OC)c1
    -9	-10	3	1	-3	-6	-7	1.8	28
- CC(C)C(=O)NNS(=O)(=O)c1ccccc1[N+](=O)[O-]
    -19	14	4	3	-2	-1	-1	0.1	-13
- CC1(C)CC(=O)C2=C(C1)N(c1ccccc1)C(=O)CC2c1ccc(O)cc1 (configuration not stated)
    -17	1	4	-5	-6	0	9	-0.1	0

A draw from above in order of count of non-hydrogen atoms, falling:
Results follow in this order: TAAR1 antag	CHO-K1 Ca antag	TAAR1 ag	OXTR potentiate	CHRM1 agonist	CHO parental Ca	CHRM1 antagonist	M1 ag parental	CHO-K1 Ca PAM
- CCOC(=O)N1CCN(C(=O)c2ccc3c(=O)n(CCC4=CCCCC4)c(=O)[nH]c3c2)CC1
    -5	6	2	-20	-5	-13	66*	0.8	-4
- COc1ccc(NC(=O)CSc2nc3ccsc3c(=O)n2CCC(=O)O)c(OC)c1
    -9	-10	3	1	-3	-6	-7	1.8	28
- C/C(=N\NC(=O)c1nnn(-c2nonc2N)c1-c1cccs1)c1ccncc1
    -19	15	15	-7	1	-9	9	2.2	-8
- COc1ccc(OC)c(-c2csc(CCn3nc(C)cc3C)n2)c1
    -15	-16	0	4	-4	-24	-14	0.6	12
- CC(=O)N1N=C(c2cccc([N+](=O)[O-])c2)OC1(C)c1cccs1 (configuration not stated)
    54*	-3	58*	3	-6	-19	-3	0.5	-4
- Cc1nc2ccccc2c(=O)n1/N=C/c1cc(Br)ccc1O
    -9	-1	1	-18	-4	-6	15	5.8	15
- CCNc1nc(NC(C)C)nc(N(C)C#N)n1
    6	-14	2	13*	-3	-11	-20	0.9	16
- Nc1nc2nccc(-c3ccccn3)n2n1
    4	2	2	2	-4	1	6	0.2	-7
- CCN(CC)S(=O)(=O)c1ccc(N)cc1
    -7	-15	0	-2	-1	3	-17	0.9	2

The results go on.
Results follow in this order: TAAR1 antag	CHO-K1 Ca antag	TAAR1 ag	OXTR potentiate	CHRM1 agonist	CHO parental Ca	CHRM1 antagonist	M1 ag parental	CHO-K1 Ca PAM
- CCOC(=O)C1C(=O)CC(C)(O)C(C(=O)OCC)C1c1ccc(OCC)cc1 (configuration not stated)
    -14	-25	1	5	-3	-5	-5	0.2	14
- CN(C)CCn1cnc2c(c1=N)C(c1ccccc1)c1ccc3ccccc3c1O2 (configuration not stated)
    9	4	2	-14	-4	-5	8	13	5
- CCOc1ccc2nc(SCC(=O)Nc3ccc4c(c3)OCO4)sc2c1
    1	-5	2	-11	-5	-8	15	1.1	14
- CC(C)(C)CN1CCC(Oc2cccc(C(=O)N3CCNC(=O)C3(C)C)c2)CC1
    -17	10	0	-5	9	-2	6	0.1	0
- Cc1ccc(Sc2cc(C(=O)NCCCN(C)C)c3ccccc3n2)cc1
    -13	-1	2	-12	-10	-4	-6	3.7	6
- Cc1ccc(NC(=O)CNc2ccc(Cl)c(Cl)c2)cc1S(=O)(=O)N(C)C
    31	18	25	-19	-1	26	23	6.8	5
- CCc1nnc(NS(=O)(=O)c2ccc(NC(=S)NC(=O)/C=C/c3ccc(C(C)C)cc3)cc2)s1
    .	-16	.	-3	-16	44*	12	0.3	-2
- C/C(=N\Nc1cc(Cl)nc(C)n1)c1ccccc1
    5	-11	0	-10	-6	-10	-2	-0.1	20
- O=C(COC(=O)CNC(=O)C1CCCCC1)Nc1cc(C(F)(F)F)ccc1Cl
    -9	-13	3	0	-4	-20	2	1.1	22
- COc1ccccc1CNC(=O)CSc1nc2nc(C)cc(C)n2n1
    10	-6	0	1	-7	-11	-5	0.5	12
- CC(C)Oc1ccc(Cl)cc1Nc1nc(NCCO)nc(N2CCCC2)n1
    42	-7	15	-9	-2	-20	2	1.8	11
- CC(C)NC(=O)CC1C(=O)N(Cc2ccccc2)C(C)c2nc3ccccc3n21 (configuration not stated)
    -3	4	1	-9	-7	-6	-5	0.1	-6
- Cc1c(C(=O)OC2CCC(C)CC2)[nH]c2c1C(=O)CCC2 (configuration not stated)
    -12	-10	4	-8	-8	-11	-5	0.1	20
- CCOC(=O)N1CCC(N2CCN(Cc3ccccc3)C(CCO)C2)CC1 (configuration not stated)
    -8	-5	-1	1	-14	-16	12	-0.4	20

Source: PubChem BioAssay
